Source: PubChem (Sanford-Burnham Center for Chemical Genomics)
MPTP inh: mitochondrial permeability transition pore inhibitors, primary screen, biochemical, isolated mouse mitochondria, absorbance | Ca2+ swelling absorbance, 30 min | inhibition, % at 10 µM | hit rate 1.4% among 360,000 | AID 602449, 2012;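 active = inhibition of 50% or more, scaled per plate between neutral and stimulator controls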;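 note: 0% = DMSO wells given calcium and 100% = 1 mM EGTA wells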
beta cell repl: inducers of MIN6 beta-cell proliferation, primary screen, ATP luminescence, uHTS; MIN6 cells proliferation, ATPlite luminescence, 48 h; cells starved in 0.2% serum; 100% = growth in 10% serum; hit rate 0.29% among 330,000; proliferation, % at 10 µM;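 active = compounds whose signal lies at least 3.5 SD above the mean of all wells on their plate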;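 note: 0% = DMSO-treated cells in low-serum medium and 100% = 10% serum control; some compounds called inactive have numbers as strong as hits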
APOBEC3G inh: APOBEC3G DNA deaminase inhibitors, primary screen, biochemical, fluorescence, single-stranded DNA substrate, uHTS. recombinant A3G, ssDNA deamination FAM/TAMRA fluorescence. hit rate 0.28% among 330,000. AID 493012, 2011. inhibition, % at 20 µM. DNA dC->dU-editing enzyme APOBEC-3G (Homo sapiens), Q9HC16;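 active = inhibition of at least 40% at 20 µM, with no more than 30% in the related APOBEC3A deaminase screen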;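 note: plate controls were DMSO wells with A3G for no effect and wells lacking A3G enzyme for full effect; some compounds called inactive have numbers as strong as hits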
Target sequence (Q9HC16 whole entry, looked up): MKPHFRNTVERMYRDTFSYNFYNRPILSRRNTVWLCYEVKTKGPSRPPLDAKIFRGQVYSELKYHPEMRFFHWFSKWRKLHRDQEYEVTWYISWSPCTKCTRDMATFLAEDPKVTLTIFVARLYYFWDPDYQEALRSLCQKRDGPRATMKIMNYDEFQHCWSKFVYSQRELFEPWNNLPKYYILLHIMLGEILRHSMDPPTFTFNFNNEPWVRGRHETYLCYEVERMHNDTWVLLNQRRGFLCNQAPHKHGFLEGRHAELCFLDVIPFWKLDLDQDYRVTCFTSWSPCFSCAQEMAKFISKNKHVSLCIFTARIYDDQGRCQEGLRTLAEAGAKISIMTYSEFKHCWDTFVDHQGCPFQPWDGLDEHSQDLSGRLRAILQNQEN
A3A deaminase: APOBEC3A ssDNA deaminase inhibitors, primary screen, selectivity assay for APOBEC3G inhibitor project, biochemical, FAM/TAMRA oligo cleavage fluorescence. recombinant A3A, FAM/TAMRA ssDNA deamination fluorescence. AID 493011, 2011. DNA dC->dU-editing enzyme APOBEC-3A (Homo sapiens), P31941. inhibition, % at 20 µM. hit rate 0.41% among 330,000;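 active = at least 40% inhibition at 20 µM here, with at most 30% in a related deaminase screen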;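 note: plate controls were A3A with DMSO for no effect and wells lacking A3A enzyme for full effect; some results filed as inactive read as strong as hits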
Target sequence (P31941 whole entry, looked up): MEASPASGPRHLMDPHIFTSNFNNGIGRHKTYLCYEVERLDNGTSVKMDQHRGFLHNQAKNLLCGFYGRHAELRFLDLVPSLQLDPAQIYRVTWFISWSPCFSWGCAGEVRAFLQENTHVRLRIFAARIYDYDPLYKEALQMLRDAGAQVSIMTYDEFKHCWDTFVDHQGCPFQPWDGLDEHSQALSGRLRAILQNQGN
mIAP activ: activators of mouse IAP, primary screen, biochemical, luminescence, uHTS; AID 2805, 2010; intestinal alkaline phosphatase [Mus musculus]; hit rate 0.24% among 330,000; activation factor at 10 µM; muIAP, CDP-Star luminescence, 30 min; active compounds read high; 1 = vehicle-only enzyme signal, 0 = enzyme-free wells;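 active = activation factor of at least 2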; note: the source names both 10 and 20 µM as test concentration; values of inactives mirror those of a sister screen read the other way
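System: mouse IAP enzyme. Reagent: CDP-Star chemiluminescent phosphatase substrate. Benchmarks: DMSO wells, no-enzyme wells. Times: 30 min enzyme-substrate-compound incubation at room temperature. Detection: luminescence from enzymatic CDP-Star hydrolysis. Doses: test compounds delivered from DMSO solution.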
hIAP act: human IAP activators, primary screen, biochemical, luminescence, uHTS; Intestinal-type alkaline phosphatase (Homo sapiens), P09923; activation factor at 10 µM; hit rate 0.16% among 330,000; purified human IAP, CDP-Star luminescence, 30 min; active compounds read high; 1 = vehicle-only enzyme, 0 = enzyme-free background;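 active = activation factor of the enzyme at least 2-fold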; note: the source names both 10 and 20 µM as test concentration; values of inactives mirror those of a sister screen read the other way
mIAP inh: inhibitors of mouse IAP, primary screen, biochemical, luminescence, uHTS; inhibition, % at 10 µM; intestinal alkaline phosphatase [Mus musculus]; hit rate 0.2% among 330,000; purified mouse IAP, CDP-Star luminescence, 30 min;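 active = inhibition of at least 40% at 10 µM in the primary screen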;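 note: plate controls were DMSO with enzyme for no effect and no enzyme wells for full effect; values of inactives mirror those of a sister screen read the other way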
NR3A LBD binder: binders of NR3A ligand-binding domain, primary screen, biophysical, differential scanning fluorimetry, uHTS. Glutamate receptor ionotropic, NMDA 3A (GRIN3A) ligand-binding domain. NR3A LBD differential scanning fluorimetry, Tm shift; 0% = protein alone, 100% = glycine-bound protein. Tm shift relative to glycine control, % at 25 µM. hit rate 2.5% among 340,000. AID 1259313, 2017;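 active = melting temperature shift of at least 10% of the positive control shift, at one fixed dose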
hIAP inh: human IAP inhibitors, primary screen, biochemical, luminescence, uHTS. Intestinal-type alkaline phosphatase (Homo sapiens), P09923. purified IAP, CDP-Star luminescence, 30 min. inhibition, % at 10 µM. hit rate 0.12% among 330,000. AID 2544, 2010;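 active = inhibition reaching a set limit with compound at 10 µM in the primary screen, cut at about 35% in these data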;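 note: plate controls were DMSO wells with enzyme for no effect and no-enzyme buffer wells for full effect; values of inactives mirror those of a sister screen read the other way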
The depositor's hits bear a star; · = not tested or not shown. Compounds were not picked by outcome. Share with any hit: about 5%.

SMILES	MPTP inh	beta cell repl	APOBEC3G inh	A3A deaminase	mIAP activ	hIAP act	mIAP inh	NR3A LBD binder	hIAP inh
CCOC(=O)c1nn(-c2ccc3c(c2)OCCO3)cc1O	2.1	-5	-13	0	1	1	-5	-1	0
COC(=O)CSC(=S)N1CCCC(C)C1 (centres undefined)	0.7	0	12	5	1.1	0.84	-14	-1	16
Cc1ccc(C(=O)NCCSc2ccc(Cl)cc2)cc1[N+](=O)[O-]	-3.6	-3	-4	-2	0.95	1.1	5	0	-15
COc1ccc2cc(OCC(=O)NNC(=O)Nc3ccc(OC)c(OC)c3)ccc2c1	1.2	-1	-7	-3	0.98	1.3	2	-2	-34
O=S(=O)(c1ccc(OCC(O)CNCc2ccco2)c(Cl)c1)N1CCOCC1 (centres undefined)	1.4	-1	0	-2	1.1	1.1	-5	1	-8
CCCN(CC(=O)Nc1ccccc1OC)C(=O)c1cc(S(=O)(=O)NCc2ccccc2)ccc1C	-0.9	4	-4	-1	1	1.1	0	-2	-7
Cc1cc(C)n(CCC(=O)N/N=C/c2ccc(Cl)c([N+](=O)[O-])c2)n1	2.5	-3	-3	-1	1	1.1	-2	4	-14
CCn1c(C)c(C)c2cc(C(=O)NCCCN3CCCCCC3)ccc21	-1.2	-6	-1	-12	1.1	1.4	-9	-1	-38
CCCOc1ccc(C(=O)CCC(=O)OC(C)C(=O)Nc2ccc(NC(C)=O)cc2)cc1 (centres undefined)	0.9	7	-13	-1	1	0.96	-1	-14	4
Cc1nnc(SCc2nc3ccccc3s2)n1-c1ccccc1	-1.0	-3	-4	-1	0.95	1.2	5	-1	-17
COc1ccc(NC(=O)CSc2nc(O)cc(=O)n2-c2ccc(OC)cc2)cc1	-0.3	0	-3	0	0.96	1	4	-2	0
O=C1C=C(Nc2ccc(Cl)cc2)CC(c2ccc(Cl)cc2)C1 (centres undefined)	33	-4	-6	-4	1.1	0.98	-8	-5	2
COc1cccc(C2C(C(=O)c3cccs3)=C(O)C(=O)N2c2cc(C)on2)c1 (centres undefined)	0.3	0	2	8	0.83	1	17	0	-4
CC1=NC(C(F)(F)F)(C(F)(F)F)C2=C(CC(C)(C)CC2=O)N1Cc1ccco1	1.6	5	-7	-3	0.91	1	9	-3	-4
O=C(NNC(=O)c1sccc1-n1cccc1)c1cccs1	-2.2	2	-8	-3	0.96	1	4	-3	0
CCOc1ccc(-c2nnc(SCC(=O)Nc3ccc4c(c3)c3ccccc3n4CC)n2N)cc1	-0.2	1	-11	1	0.99	1.1	1	-2	-12
COc1ccc(CCNC(=O)CCc2ccsc2)cc1OC	0.8	-2	-7	0	1	0.95	-4	1	5
CCC/C=N/NC(=O)C1COc2ccccc2O1 (centres undefined)	-2.1	0	-6	3	1	1.1	0	1	-9
CCn1c(N)c(C(=O)NCC2CCCO2)sc1=S (centres undefined)	2.9	-2	40*	-13	0.9	1.3	10	-2	-32
Cc1ccc(-c2c[n+](CC(=O)Nc3cc(=O)n(C)c(=O)n3C)c3n2CCC3)cc1	0.1	-4	-8	-1	0.99	1.1	1	0	-5
Cc1cc(C)cc(CC(CC(=O)Nc2ccc(Cl)cc2)C(=O)O)c1 (centres undefined)	-0.9	-1	-1	2	1	0.94	-4	1	6
COc1ccc(-c2cn3cccnc3n2)cc1NC(=O)c1ccc(Br)o1	-2.2	-2	-6	-4	1	1.1	-2	-2	-12
CS(=O)(=O)N1N=C(c2ccco2)CC1c1ccc(Cl)cc1 (centres undefined)	-4.2	2	-3	2	1	0.88	-1	-2	12
CC1CCN(Cc2cc(=O)oc3cc4c(cc23)CCCC4)CC1	1.7	-3	-7	-1	0.94	0.85	6	1	15
COC(=O)c1ccc(Oc2ccc(C(C)(C)C)cc2)c([N+](=O)[O-])c1	-5.8	-3	-4	-12	0.89	0.8	11	1	20

The list goes on (2 carried over from the part before).
SMILES	MPTP inh	beta cell repl	APOBEC3G inh	A3A deaminase	mIAP activ	hIAP act	mIAP inh	NR3A LBD binder	hIAP inh
CC1CCN(Cc2cc(=O)oc3cc4c(cc23)CCCC4)CC1	1.7	-3	-7	-1	0.94	0.85	6	1	15
COC(=O)c1ccc(Oc2ccc(C(C)(C)C)cc2)c([N+](=O)[O-])c1	-5.8	-3	-4	-12	0.89	0.8	11	1	20
CC(C)C(=O)Nc1ccc2c(c1)C(=O)N(CCC(=O)O)C2=O	20	0	-7	-5	1.1	1.2	-6	-2	-18
NS(=O)(=O)c1ccc(NC(=S)NC(=O)c2cccc(Br)c2)cc1	1.8	1	-6	-4	0.85	0.92	15	-10	8
O=C(c1cccc(S(=O)(=O)N2CCCC2)c1)N1CCCC(C(F)(F)F)C1 (centres undefined)	-1.1	-1	-4	-3	0.98	0.9	2	1	10
O=C(NC1CCCCC1)C(=S)NCc1ccccc1	0.9	-1	-7	0	1	1.2	-1	-1	-24
COc1cc(-c2noc(C)c2C(=O)NCCc2c[nH]c3ccccc23)cc(OC)c1OC	1.1	6	-12	-1	1.1	1	-6	-4	-5
Cn1c(Cn2c(=O)sc3ccccc32)nnc1SCC(=O)N1CCCC1	-2.0	-4	-10	-2	1.1	1	-9	2	-3
CCOc1ccc(NC(=O)CN(C)C(=O)c2n[nH]c(=O)c3ccccc23)cc1OCC	-0.6	0	-3	-1	0.95	1.1	4	0	-5
CCN(CC)S(=O)(=O)c1ccc(C(=O)OCC(=O)NCCN2C(=O)CSC2=O)cc1	-0.3	-4	-3	2	1.1	1	-10	-5	-2
COC(=O)c1ccc(CSc2nc3ccc(S(=O)(=O)N4CCOCC4)cc3[nH]2)cc1	2.7	-2	-5	2	0.79	1.1	21	-3	-10
CCOC(=O)C1CCN(C(=O)c2ccco2)CC1	-4.6	-1	0	-1	0.99	1.1	1	0	-15
COC(=O)N1[C@H](Cc2ccccc2)C=C[C@]1(C)C(=O)O	0.0	3	-6	1	1	0.97	0	0	3
CC(=O)N1CCC(C(=O)Nc2nc(-c3ccccc3)ns2)CC1	-2.0	-2	-9	-3	1.1	0.88	-12	-1	12
CS(=O)(=O)N(CC(=O)N1CCN(c2ccc(F)cc2)CC1)C1CCCCC1	0.2	-1	6	-3	1.1	1.1	-6	-1	-7
COc1cccc2sc(N(CCCN(C)C)C(=O)C(c3ccccc3)c3ccccc3)nc12	1.5	-6	7	27	1.1	1.1	-12	-3	-11
NC(=O)NOCc1ncc(C(F)(F)F)cc1Cl	-2.5	-1	0	0	0.98	1.1	2	0	-13
CC1CCCC(C)N1CC(O)COc1ccc(Cl)cc1 (centres undefined)	1.0	-1	4	5	0.97	0.95	3	1	5
COc1ccccc1CNc1ccc(CNc2ncn[nH]2)cc1	1.1	0	-6	-1	1	1.3	-1	-1	-32
CN(C)S(=O)(=O)c1cccc2nsnc12	-1.0	-3	-4	-4	1	1.2	-1	-7	-18
CC(C)(C)NS(=O)(=O)c1ccc(OCC(=O)Nc2ccc3c(c2)OCCO3)cc1	0.8	-3	-3	1	1	0.91	-2	4	9
Cc1ccccc1-c1nnc(CS(=O)(=O)c2ccccc2)o1	-1.4	0	3	-1	1	1.1	0	-2	-6
O=C(NCc1ccccn1)c1ccc(CNS(=O)(=O)c2cccc(Cl)c2)cc1	1.8	-3	-11	-3	1.1	0.84	-10	-2	16
Cn1c(C(=O)NCCCN2CCc3ccccc3C2)cc2c(=O)n(C)c3ccccc3c21	-1.0	2	-5	-1	0.98	0.98	2	0	2
O=C(Cn1cnnn1)NCCc1ccc(Cl)cc1Cl	0.8	0	-4	19	0.96	0.99	4	-2	1
CCC(Cc1ccccc1)NC(=O)CCn1cccc1 (centres undefined)	-0.4	-3	-6	-7	1.1	1.1	-11	0	-7
O=C(Oc1ccc2c(c1)OCO2)c1cccs1	1.8	-1	-1	-2	1	0.85	-4	3	15
SMILES	MPTP inh	beta cell repl	APOBEC3G inh	A3A deaminase	mIAP activ	hIAP act	mIAP inh	NR3A LBD binder	hIAP inh
Cc1ccc(OCC(=O)NC2CCS(=O)(=O)C2)cc1 (centres undefined)	0.9	-1	-9	-5	1	0.96	-2	-2	4
COc1ccc(C2C(C(=O)NCc3ccccn3)CCC(=O)N2c2cc(OC)c(OC)c(OC)c2)cc1 (centres undefined)	0.3	0	-6	0	1.1	0.98	-7	-1	2
Cc1cc(S(=O)(=O)/N=C(\N)c2ccc(C(N)=O)cc2)cc(C)c1F	-0.9	-2	-11	-5	0.93	0.94	7	-3	6
c1ccc(CCNCC2COc3ccccc3O2)cc1 (centres undefined)	-0.5	-1	-5	-1	0.94	0.89	6	-1	11
COc1ccccc1NS(=O)(=O)c1ccc(N2CCOCC2)c(N)c1	-1.0	0	2	-1	0.92	1.1	8	-2	-10
O=C1C2C3C=CC(C3)C2C(=O)N1CNc1ccc(O)cc1 (centres undefined)	·	-5	4	1	0.71	0.85	29	·	15
COc1cccc(C(C(=O)NC(C)(C)C)N(C(=O)CCC(=O)Nc2cc(C)on2)c2ccc3c(c2)OCCO3)c1OC (centres undefined)	1.6	-2	-13	-3	1	1.1	-3	0	-8
O=C(O)c1[nH]c2ccccc2c1-c1ccccc1	1.3	0	-7	-4	1	1.2	0	3	-16
CCOC(=O)CCc1c(C)nc2cc(-c3ccc(F)cc3)[nH]n2c1=O	5.8	-2	-6	-1	1	0.98	-2	0	2
O=C1CCCN1CCCNc1ncnc2c1[nH]c1ccc(Cl)cc12	-0.1	0	-5	-1	1.1	1.1	-11	-4	-14
CCCCN(C)C(=O)c1cc2c(s1)-c1ccccc1S(=O)(=O)C2	0.3	0	-1	-2	1.1	1.1	-14	0	-11
O=C(CN1CCN(Cc2ccccc2F)C1=O)NCc1cccnc1	-3.0	-2	-6	2	0.91	1.1	9	1	-8
CCOC(=O)N1CCc2c(sc3c2c(=O)n(Cc2ccccc2)c(=O)n3Cc2ccc(C)cc2)C1	0.2	-4	-7	-4	0.95	0.86	5	-1	14
CC1CCCN(CC(O)COCc2ccc3c(c2)OCO3)C1 (centres undefined)	-0.4	-1	-4	-4	1	1.1	-4	-1	-7
COc1ccccc1CNC(=O)Cc1ccc(Br)cc1	-0.4	-3	-7	-6	1	1.2	-4	-1	-15
CC(=O)n1c(Cl)c(NC(=O)CCl)c2ccccc21	-0.6	-4	-7	0	1	1.1	-1	-11	-9
O=C(CSc1nc2ccccc2c(=O)n1C1CC1)NCc1ccccc1	2.5	-1	-7	2	0.95	1.1	5	0	-6
CC(C)(C)NC(=O)NC(=O)CN1CCN(c2ccccc2O)CC1	-1.2	2	-5	3	0.96	1.1	4	1	-13
COc1ccccc1CNC(=O)COC(=O)CSc1ccc(C)c(C)c1	-0.3	2	-6	0	0.95	1.1	5	-2	-5
